4MU fluor = qHTS Assay for Spectroscopic Profiling in 4-MU Spectral Region | compound autofluorescence, 340/450 nm, 4-MU equivalents; hits give high values | max dye-equivalent concentration, M | hit rate 11% among 59,000 | AID 589, 2007; in the data active means max dye-equivalent concentration above about 10 nM; inconclusive means mostly about 1.1 nM to 9.6 nM
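Compounds in 100 mM Tris, pH 8.0, incubated 15 min at room temperature, then fluorescence read at 340 nm excitation/450 nm emission. Signal converted to 4-MU dye-equivalent concentration using an on-plate six-point 4-MU standard curve.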
USP2a inhib = qHTS Assay for Inhibitors of Ubiquitin-specific Protease USP2a. hit rate 0.1% among 60,000. USP2a enzymatic assay, qHTS inhibition. Potency, µM (titrated, usually from 38.3 µM), without a hit: at the highest dose activity change, negative = inhibition, most hits filed as inhibitors. Ubiquitin carboxyl-terminal hydrolase 2 (Homo sapiens), O75604;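 further: potency means the concentration at half of the fitted maximal effect; nearly all actives have a fitted effect of over 60% in size; plate controls were DMSO for no effect and NEM full inhibition control for full effect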
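Coupled readout: USP2-cleaved Ub-PLA2 (20nM final) turns over NBD C6-HPC (20uM final), Ex 460nm/Em 535nm after 2.5 h, time-zero read flagging artifacts. Enzyme (20nM final, pH 8.0 Tris) given 30 min RT with compound first; NEM defines full inhibition.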
Casp7 inh = qHTS Assay for Allosteric/Competitive Inhibitors of Caspase-7. P55210. recombinant caspase-7, Ac-DEVD-AFC fluorescence rate. Potency, µM (highest dose often 57.5 µM), without a hit: top-dose activity change, negative = inhibition, actives largely listed as inhibitors. hit rate 0.02% among 75,000; active means well fitted inhibition curve with a large enough effect in the main read-out, with a control signal flat, not every such curve was filed as active; inconclusive means small, poorly fitted or top-dose-only effect, or a change in a side signal; further: potency means the concentration at half of the fitted maximal effect; % of control where 0% means no effect
HEK293 cAMP cs = qHTS Assay for Agonists of the Thyroid Stimulating Hormone Receptor: Activators of Intracellular cAMP Concentrations in Parental HEK 293; parental HEK293 CNG cAMP sensor, membrane potential fluorescence; Potency, µM (series often up to 57.1 µM), inactives show at the top dose activation, hits mostly activators; hit rate 2.5% among 73,000; AID 938, 2007; further: potency means the concentration at half of the fitted maximal effect; % of control where 0% means no effect; nearly all actives have a fitted effect of over 55% in size
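Parental HEK 293 cells stably expressing a cAMP-gated CNG channel were loaded with membrane potential dye containing 100 uM RO 20-1724 for 60 min. Compound added for 30 min; depolarization read as fluorescence intensity at 590 nm.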
Fluorescein autfl = qHTS Assay for Spectroscopic Profiling in Fluorescein Spectral Region | Compound autofluorescence, 480/540 nm, fluorescein-equivalent; hits give high values | max fluorescein-equivalent concentration, M | hit rate 0.91% among 59,000; in the data active means max fluorescein-equivalent concentration above about 10 nM; inconclusive means between about 1.1 nM and that limit
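Autofluorescence profiling; 100 mM Tris, pH 8.0; incubation 15 min at RT; ex/em 480/540 nm; result as fluorescein-equivalent concentration.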
BRCT inh green = qHTS Assay for Inhibitors of BRCT-Phosphoprotein Interaction (Green Fluorophore); Breast cancer type 1 susceptibility protein (Homo sapiens), P38398; BRCA1 BRCT-phosphopeptide binding, green fluorescence polarization; Potency, µM (highest dose often 76.9 µM), for inactives: top-dose activity change, negative = inhibition, hits mostly inhibitors; hit rate 0.05% among 75,000; AID 875, 2007;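 further: potency means the concentration at half of the fitted maximal effect; plate controls were peptide without protein for full effect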
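Compounds were incubated for 12 min at room temperature with a complex of 100 nM fluorescein-tagged pBACH1 decapeptide and 250 nM His-tagged BRCT protein. Buffer was phosphate pH 7.3 with EDTA, DTT and Tween 20. Disruption of binding lowers the polarization signal.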
Casp1 inh = qHTS Assay for Allosteric/Competitive Inhibitors of Caspase-1. AID 900, 2007. Potency, µM (doses to about 57.5 µM), inactives show top-dose activity change, negative = inhibition, hits mostly inhibitors. hit rate 0.03% among 75,000. Caspase-1 enzyme, Ac-WEHD-AFC fluorogenic rate. P29466;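 further: potency means the concentration at half of the fitted maximal effect; plate controls were vehicle for no effect and no substrate for full effect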
Rhodamine autofl = qHTS Assay for Spectroscopic Profiling in Rhodamine Spectral Region. max dye-equivalent concentration, M. Rhodamine-region fluorescence, 547/598 nm, Tris buffer; hits give high values. hit rate 0.05% among 59,000. AID 594, 2007; in the data active means max dye-equivalent concentration above about 11 nM; inconclusive means between about 1.1 nM and that limit
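A six-point rhodamine series on each plate calibrates the signal. Compounds sit in 100 mM Tris (pH 8.0) for 15 min at ambient temperature before imaging through 547 nm/598 nm filters.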
BRCT PPI red = qHTS Assay for Inhibitors of BRCT-Phosphoprotein Interaction (Red Fluorophore); hit rate 0.03% among 75,000; BRCT-phosphopeptide binding, red fluorescence polarization; Potency, µM (top dose mostly 76.9 µM), without a hit: at the top dose activity change, negative = inhibition, actives largely listed as inhibitors; further: on the % scale 0 is the no-effect control and ±100 the full control effect
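Fluorescence polarization: 100 nM His-tagged BRCA1 BRCT with 100 nM TAMRA-labelled phospho-BACH1 decapeptide, phosphate buffer pH 7.3 with 150 mM NaCl, DTT, 0.01% Tween 20; 12 min RT. Binding inhibition seen as FP decrease.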
A350 fluor = qHTS Assay for Spectroscopic Profiling in A350 Spectral Region. Compound autofluorescence, 340/450 nm, Alexa 350 dye-equivalents; hits give high values. max dye-equivalent concentration, M. hit rate 11% among 59,000; in the data active means max dye-equivalent concentration above about 10 nM; inconclusive means mostly about 1.1 nM to 9.6 nM
TexasRed autofl = qHTS Assay for Spectroscopic Profiling in Texas Red Spectral Region; max dye-equivalent concentration, M; AID 587, 2007; Compound fluorescence, Texas Red channel, 547/618 nm; hits give high values; hit rate 0.06% among 59,000; in the data active means max dye-equivalent concentration above about 10 nM; inconclusive means between about 1.1 nM and that limit
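qHTS profiling of intrinsic compound fluorescence; 100 mM Tris pH 8.0; 15 min RT; ex 547 / em 618 nm; response expressed as Texas Red dye-equivalent concentration from six-point plate standard.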
Active calls of the source: *; i = inactive; ? = inconclusive; · = not tested or not shown; [ ] = another dose, or the depositor's remark. Unless noted, the call rests on the fitted dose curve; in most records, active means well fitted curve in the direction sought with a large enough effect; inconclusive means small, poorly fitted or top-dose-only effect, or another doubt; inactive means no such curve, though single readings can be large; an effect the other way counts as inactive or inconclusive. Only part of the results is shown; the hit share may differ from the screen's.

SMILES	4MU fluor	USP2a inhib	Casp7 inh	HEK293 cAMP cs	Fluorescein autfl	BRCT inh green	Casp1 inh	Rhodamine autofl	BRCT PPI red	A350 fluor	TexasRed autofl
O=C(c1cnccn1)N1CCC2(CCCN(C(c3ccccc3)c3ccccc3)C2)CC1	i	83%[activator]	-3%	?	i	0.3%	-3%	i	-1.5%	i	i
O=C(CSc1nnc(-c2ccco2)o1)NC1CCCCC1	·	8%[7.66 µM]	-1%	20%[11.4 µM]	·	0.7%	-1%	·	-0.5%	·	·
COc1ccc(CCn2c(SCC(=O)Nc3cc(C)on3)nc3ccccc3c2=O)cc1OC	i	5%	1%	1%	i	1.1%	-2%	i	-0.9%	i	i
COc1cc(C2C(C(=O)Nc3ccccc3OC)=C(C)Nc3ncnn32)ccc1O (stereo unspecified)	·	·	1%	-3%	·	-0.1%	-4%	·	1.2%	·	·
Cc1ccc(Cl)cc1N1CCN(C(c2ccc(C#N)cc2)c2nnnn2C2CCCC2)CC1 (stereo unspecified)	i	207%[activator]	-3%	1.3µM*	i	-1.5%	0%	i	0.2%	i	i
c1cncc(CNc2ncn[nH]2)c1	i	·	2%[11.5 µM]	4%[11.4 µM]	i	-1.6%[15.4 µM]	0%[11.5 µM]	i	0.7%[15.4 µM]	i	i
CC1(C2(O)CC(c3ccccc3)ON2)CCCCC1 (stereo unspecified)	?	·	·	·	i	·	·	i	·	?	?
O=C(CN1CCOCC1)Nc1ccc(Oc2ccccc2)cc1	i	9%	1%	-4%	?	-0.4%	0%	i	0.8%	?	i
Cc1n[nH]c(=O)nc1NCc1ccccc1Cl	i	-17%	-1%	0%	?	-0.1%	-1%	i	-0.4%	i	i
CC(=O)C(Sc1ccc2nnc(-c3ccc(F)cc3)n2n1)C(C)=O	·	·	1%	-2%	·	-0.8%	-1%	·	1.2%	·	·
CCOC(=O)c1sc2nc(C)cc(C)c2c1NC(=O)c1ccco1	?	4%	-2%	26%	i	-0.9%	-3%	i	0.2%	?	?
Cc1ccccc1C(=O)c1cccn1CC(=O)NCC1CCCO1 (stereo unspecified)	i	-6%	-1%	5%	i	-1.1%	1%	i	0.8%	i	i
Cc1cnc(CNc2nc(-c3ccoc3)nc3ccccc23)cn1	i	100%[activator]	-9%	?	i	-0.6%	-5%	i	-2.4%	i	i
Cc1cccc(-c2cc3nc(C)cc(NCCCN(C)C)n3n2)c1	?	2%	-4%	2%	i	-3.1%	-7%	i	-1.1%	?	i
CC1(C)Cc2ccccc2C2CC(O)C(=O)N21 (stereo unspecified)	i	6%	-9%	?	i	-1.5%	-7%	i	-1.8%	i	i
CSc1nsc(SCC(=O)N2CCN(c3ccccc3)CC2)n1	i	-3%	2%	6%	i	-1.5%	1%	i	-1.3%	i	i
COc1ccc(OC)c(NC(=O)C2C3CCC(C3=C(C)C)C2C(=O)O)c1 (stereo unspecified)	·	1%	2%	0%	·	-2.5%	-2%	·	0.2%	·	·
O=C(Nc1ccccc1C(=O)NCc1ccco1)NC1CCCCC1	i	6%	-1%	14%	i	1.5%	-2%	i	-0.3%	i	i
O=C(NC1=NCCS1)Nc1ccccc1	i	0%	5%	2%	i	-0.2%	0%	i	1.2%	i	i
CN1CCc2c(sc3c2C(=O)NC(c2ccc4c(c2)OCO4)N3)C1 (stereo unspecified)	?	-2%	1%	?	?	-1.9%	0%	i	-2.8%	?	?
Cc1cc2n(n1)C(c1sccc1C)Nc1c(C)cccc1-2 (stereo unspecified)	1.8e-08M*	8%	-2%	?	i	1.1%	-4%	i	-0.7%	2.4e-08M*	i
COc1ccc(NC(=O)CSc2nnc(-c3cccs3)n2Cc2ccco2)cc1OC	i	23%	-1%	6%	?	-1.0%	-1%	i	0.2%	?	i
Nc1nncn1C(=O)CCCN1C(=O)c2ccccc2C1=O	i	-1%	1%	0%	i	-0.8%	0%	i	0.8%	i	i
Cn1c(Cn2c(=O)sc3ccccc32)nnc1SCc1ccccn1	i	2%	1%	-3%	?	-1.1%	1%	i	0.8%	i	?
C=CCNC(=O)C1CCCN(S(C)(=O)=O)C1 (stereo unspecified)	?	-3%	2%	1%	i	-1.7%	-1%	i	0.2%	?	i
CC(C)CCn1c(SCc2ccc(Cl)cc2)nc2c1c(=O)[nH]c(=O)n2C	i	10%	-1%	10µM*	i	-2.0%	-2%	i	1.0%	i	?
Cc1cccc(NC(=O)c2cnc3sccn3c2=O)n1	·	·	1%	-1%	·	-0.4%	1%	·	-8.9%	·	·
CCOc1ccc2nc(NS(=O)(=O)c3ccc(NC(C)=O)cc3)sc2c1	i	-5%	0%	-9%	?	-2.1%	0%	i	-2.4%	i	i
Cn1c(=O)cc(OCCCC(=O)NCc2ccco2)c2ccccc21	i	-6%	0%	1%	i	-0.1%	2%	i	-2.3%	i	i
Cc1noc(C)c1C(=O)Nc1ccc(Cl)cc1C(F)(F)F	i	-3%	-2%	19%	i	-1.5%	1%	i	-0.4%	?	i

Entries of single compounds, looked up by structure. Screens in order: 4MU fluor	USP2a inhib	Casp7 inh	HEK293 cAMP cs	Fluorescein autfl	BRCT inh green	Casp1 inh	Rhodamine autofl	BRCT PPI red	A350 fluor	TexasRed autofl
`COc1cc(C2C(C(=O)Nc3ccccc3OC)=C(C)Nc3ncnn32)ccc1O` (stereo unspecified) as listed: ·	·	1%	-3%	·	-0.1%	-4%	·	1.2%	·	·
`COc1ccc(CCn2c(SCC(=O)Nc3cc(C)on3)nc3ccccc3c2=O)cc1OC` as listed: i	5%	1%	1%	i	1.1%	-2%	i	-0.9%	i	i

Remaining list, next part.
SMILES	4MU fluor	USP2a inhib	Casp7 inh	HEK293 cAMP cs	Fluorescein autfl	BRCT inh green	Casp1 inh	Rhodamine autofl	BRCT PPI red	A350 fluor	TexasRed autofl
Cc1cc(C(=O)COC(=O)c2n[nH]c3ccccc23)c(C)n1C	i	32%[activator]	-3%	3%	?	3.6%	0%	i	0.0%	i	?
CC1CCc2nn(CC(=O)NCCC3=CCCCC3)cc2C1 (stereo unspecified)	·	·	-2%	28%	·	-1.9%	-1%	·	0.1%	·	·
Cc1nn(-c2ccccc2)c(OC(=O)c2cccs2)c1S(=O)(=O)c1ccccc1	i	-13%	2%	7%	?	-1.0%	-2%	i	-1.3%	i	i
Cc1ccc(CN(C)C(=O)c2ccccc2Oc2ccccc2)o1	i	23%	0%	32µM*	i	-0.6%	2%	i	-1.1%	i	?
Cc1cc(Cl)ccc1NC(=O)CSc1nnc(-c2ccncc2)n1Cc1ccco1	i	32%[activator]	0%	3%	i	-0.9%	0%	i	0.2%	i	i
O=C(NC1CCCCC1)C1CC(=O)N(c2ccc(Cl)cc2)C1 (stereo unspecified)	·	·	2%	5%	·	-4.0%	-1%	·	-5.1%	·	·
C=CCc1c(C)nc(SC)nc1Nc1ccc(C(=O)O)cc1	i	-6%	1%	2%	i	0.0%	-4%	i	-0.4%	i	i
O=C1c2ccccc2CN1CCNS(=O)(=O)c1ccc(Cl)cc1	i	2%	1%	8%	?	-1.0%	-2%	i	0.5%	i	i
CCc1nnc(NC(=O)CCN2C(=O)c3ccccc3S2(=O)=O)s1	i	-8%	1%	-1%	i	-4.9%	0%	i	0.5%	i	i
Cc1nc2nc(C)c(CCC(=O)NCc3ccc4c(c3)OCO4)c(C)n2n1	i	-2%	-2%	6%	i	0.8%	2%	i	1.1%	i	i
CC(C)=NOCc1ccc(-c2cn([C@@H]3COC[C@@H]3O)nn2)cc1	·	·	2%[11.5 µM]	-2%[11.4 µM]	·	1.2%[15.4 µM]	-1%[11.5 µM]	·	0.7%[15.4 µM]	·	·
O=S(=O)(NCCOCC(F)(F)F)c1ccc2oc3ccccc3c2c1	i	19%	-2%	4%	i	1.9%	-2%	i	-3.7%	i	i
CN1[C@@H](CC(=O)c2ccccc2)CCC[C@@H]1C[C@@H](O)c1ccccc1	i	-2%[17.1 µM]	0%[25.7 µM]	15%	?	-0.5%[34.4 µM]	-2%[25.7 µM]	i	-0.6%[34.4 µM]	i	i
O=C(CC1Sc2ccccc2NC1=O)OCC(=O)N1CCc2ccccc21 (stereo unspecified)	i	23%	-3%	-2%	?	-0.3%	0%	i	-0.4%	i	?

Screens: PubChem BioAssay, National Center for Advancing Translational Sciences (NCATS)
